Xi reactivation: activators of inactive X chromosome reactivation, primary screen, imaging, XiGFP fibroblasts, GFP high-content imaging, set 2 | XiGFP mouse fibroblasts, % GFP-positive cells imaging, 3 d; cells co-treated with 5-aza-dC sensitizer; scaled so ellipticine positive control = 100% | activation, % at 7.58 µM | hit rate 0.055% among 360,000 | AID 743238, 2013;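 active = mean normalized replicate activation at least 10% and every replicate at or above 10%; inconclusive = only one of the two criteria met; inactive = mean below 10% and not all replicates reach 10%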;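 note: 0% = median of on-plate neutral control wells and 100% = ellipticine 6 µM median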
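Material: XiGFP fibroblasts, SV40-immortalized; Buffer or medium: DMEM containing 5-aza-dC; Compound dosing: single point; Times: 3 days compound exposure.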
PAX8 reporter: inhibitors of PAX8-driven TPO luciferase reporter, primary screen, RMG-I cells, single concentration; SteadyGlo, 24 h; inhibition, % at 12.6 µM; hit rate 1.2% among 360,000;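 active = mean replicate inhibition at least 60% with every replicate also reaching 60%; inconclusive = only one of the two criteria is met; inactive = mean below 60% and not all replicates reaching 60%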;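 note: luciferase light reporting Pax8 driven TPO promoter activity; plate controls were median of neutral control wells for no effect and mitoxantrone controls for full effect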
INS-1E GSIS act: GLuc luminescence reporter in INS-1E cells, primary screen for activators of glucose-dependent secretion of insulin; hit rate 0.61% among 370,000; AID 743287, 2014; activation, % at 16.6 µM; INS-1E GLuc reporter insulin secretion, 2-3 h;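 active = lowest replicate activation of at least 40%, so every replicate reaches that level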;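 note: 0% = median of neutral control wells and 100% = median of IBMX positive control wells; some compounds called inactive have numbers as strong as hits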
An asterisk follows results filed as active; ? = inconclusive. A portion of the library; the hit share may differ from the screen's.

Start of the data: the first two compounds, ahead of the listing:
SMILES | Xi reactivation | PAX8 reporter | INS-1E GSIS act
C/C(CC(=O)NCC(C)C)=N\NC(=O)COc1cc(C)c(Br)cc1Br | 0.0 | 8.5 | -22.9
COC(=O)c1c(NC(=O)CN(c2ccc(C)c(C)c2)S(C)(=O)=O)sc2c1CCCC2 | 0.2 | 8.0 | -15.8

Results, from the start:
SMILES | Xi reactivation | PAX8 reporter | INS-1E GSIS act
C/C(CC(=O)NCC(C)C)=N\NC(=O)COc1cc(C)c(Br)cc1Br | 0.0 | 8.5 | -22.9
COC(=O)c1c(NC(=O)CN(c2ccc(C)c(C)c2)S(C)(=O)=O)sc2c1CCCC2 | 0.2 | 8.0 | -15.8
CCN(CC)c1cc(NCCO)c([N+](=O)[O-])c2nonc12 | 0.2 | 4.3 | 22.2
Cc1cc(NC(=O)/C=C/c2cccc(Cl)c2)n(-c2nc3ccccc3[nH]2)n1 | 2.7 | -19.5 | 8.1
CSc1nnnn1-c1ccc(C)c(Cl)c1 | 0.0 | 0.8 | -4.7
Cc1cccc(CSc2ccc(-c3cccs3)nn2)c1 | 0.0 | -217.5 | -24.1
COc1ccc(-n2c(C)cc(C(=O)CN3C(=O)NC4(CCCc5sccc54)C3=O)c2C)cc1 (stereo not drawn) | 0.0 | 20.8 | -26.5
CCOc1ccc(-c2cc(C(=O)NN3CCN(C)CC3)c3cc(Cl)ccc3n2)cc1 | 0.2 | 9.7 | 25.7
CN(C)c1cccc(NC(=O)C2(C)CC2(Cl)Cl)c1 (stereo not drawn) | 0.1 | -4.1 | 0.1
CCC1(c2ccc(Cl)cc2)NC(=S)N(c2ccc(C)cc2)N1 (stereo not drawn) | 0.0 | -30.0 | -30.3
CNC(=S)SCCOc1ccc(C)cc1 | 0.0 | 2.1 | 8.3
CN(Cc1nc(-c2cccs2)no1)CC1COCCO1 (stereo not drawn) | 0.0 | -34.6 | -0.6
O=C(Nc1ccccc1)Nc1ccc(Br)c(Cl)c1 | 0.0 | -96.8 | -27.1
CCOC(=O)C1=C(C)N=C2c3ccccc3C(=O)C2C1c1ccc(Br)cc1 (stereo not drawn) | 0.2 | -13.6 | -23.8
CCCCc1ccc(NC(=S)Nc2ccc(Nc3ccc(OC)cc3)cc2)cc1 | 0.0 | 10.3 | -1.7
Cc1ccccc1-n1c(C)nnc1SCC(=O)N1CCc2ccccc2C1 | 0.2 | 10.4 | -6.1
Cc1ccc(OCC(=O)N(Cc2ccccc2)C(C)(C)C)c([N+](=O)[O-])n1 | 0.3 | 1.0 | 4.3
CCc1ccc(NC(=O)C(=O)c2cn(CC(=O)N3CCCCC3)c3ccccc23)cc1 | 0.0 | -2.4 | -16.5
Cc1ccc2c(c1)c(N=Nc1cccc(C(=O)O)c1)c(O)n2C | 0.0 | -3.2 | 12.9
CCOC(=O)C1=C(c2ccc(OC)cc2)C(=O)c2ccccc2C1=O | 2.0 | 17.2 | -36.9
O=C1CCN(C2CCN(Cc3nc(Cc4ccccc4F)no3)CC2)CCN1 | 0.0 | 0.4 | -7.6
CCCS(=O)(=O)N1CCN=C1SCc1cccc(C)c1 | 0.0 | -15.0 | 4.4
CCN=C1S/C(=C\c2ccc(OCC)c(OC)c2)C(=O)N1CC | 0.0 | -14.8 | 36.9
Cc1cc(C(=O)COC(=O)c2ccc[nH]c2=O)c(C)n1-c1ccc(Br)cc1 | -0.1 | -43.2 | 10.3
O=C(N/N=C/c1ccc2c(c1)OCO2)c1ccc(Br)o1 | 0.0 | -175.6 | -8.7
CCOc1cc(OCC)cc(C(=O)Nc2cccc(C(C)=O)c2)c1 | 0.4 | 3.6 | 0.3
COC(=O)c1sccc1NC(=O)Cc1ccc(Br)cc1 | -0.1 | -4.6 | -11.5
O=C(CNC(=O)c1cccc(OC(F)F)c1)OCc1cc(=O)n2cc(Br)ccc2n1 | 0.0 | 7.7 | -1.5
CC(Sc1nnc(Nc2ccccc2)s1)C(=O)NC1CCCc2ccccc21 (stereo not drawn) | 0.0 | -2.8 | -25.4
Cc1ccc(N2NC(C)(c3cccs3)NC2=S)cc1 (stereo not drawn) | 0.0 | -9.7 | 13.4
COc1ccc(-c2nnc(Nc3ccc(CC(N)=O)cc3)c3ccccc23)cc1 | 0.2 | 5.9 | -7.9
CCCc1cc(=O)[nH]c(SCC(=O)N2CCN(S(=O)(=O)c3ccc4ccccc4c3)CC2)n1 | 0.0 | -13.8 | 13.8
COc1ccccc1/C=C(/C(=O)OCC(=O)NCc1ccccc1)c1ccccc1 | 0.0 | 16.6 | 3.4
COc1cccc(CN2C(=O)c3cccc(N)c3C2=O)c1 | 0.1 | -6.1 | -0.9
CSc1cnc2c(N)nc(N(C)C)nc2n1 | 0.0 | 6.9 | 20.3
N/C(Cn1cncn1)=N\OC(=O)c1ccc(Cl)cc1Cl | 0.0 | -26.6 | -0.6
C/C(=N/N=C1/NC(=O)CC(C(=O)O)S1)c1ccccc1 (stereo not drawn) | 0.0 | 9.2 | 5.4
Cc1ccccc1N1C(=O)CC(Nc2ccc3c(c2)OCO3)C1=O (stereo not drawn) | 0.0 | 0.8 | -5.5
Cc1cc(Br)c(Cl)cc1NC(=O)CN1C(=O)C2C3CC(c4ccccc4)C(C3)C2C1=O (stereo not drawn) | 0.0 | 3.3 | -16.5
CN(C(=O)COC(=O)c1cccnc1Nc1cccc(C(F)(F)F)c1)C1CCS(=O)(=O)C1 (stereo not drawn) | 0.0 | 4.4 | -16.7

In a second layout: entries from further up.
SMILES,Xi reactivation,PAX8 reporter,INS-1E GSIS act
Cc1cc(C(=O)COC(=O)c2ccc[nH]c2=O)c(C)n1-c1ccc(Br)cc1,-0.1,-43.2,10.3
O=C(N/N=C/c1ccc2c(c1)OCO2)c1ccc(Br)o1,0.0,-175.6,-8.7
CCOc1cc(OCC)cc(C(=O)Nc2cccc(C(C)=O)c2)c1,0.4,3.6,0.3

Further results
SMILES | Xi reactivation | PAX8 reporter | INS-1E GSIS act
CC(=O)Nc1sc(C)c(C)c1C(=O)OCC(=O)N(CC(C)C)C1CCS(=O)(=O)C1 (stereo not drawn) | 0.0 | 9.4 | 12.6
FC(F)(F)c1ccccc1CN1CCN(C2CCCCCC2)CC1 | 0.0 | 10.4 | 8.2
Cc1ccc(C(=O)CSc2nc(-c3ccccc3)ccc2C#N)cc1 | 0.1 | 18.0 | 9.3
Cc1cc2ccccn2c1C(C[N+](=O)[O-])c1ccc(N(C)C)cc1 (stereo not drawn) | -0.1 | 17.8 | 2.5
COc1cc2c3nnc(-c4ccccc4)c-3cn(Cc3ccccc3F)c2cc1OC | 96.8* | 39.0 | 97.9*
CC1(NC(=O)CC[N+](C)(C)CCO)CS(=O)(=O)CC1S(=O)(=O)[O-] (stereo not drawn) | -0.1 | 13.1 | 20.3
Cc1cc(/C=C2/C(=N)N3C(=NC2=O)SN=C3S(C)(=O)=O)c(C)n1-c1ccccc1F | 0.1 | -130.8 | -29.4
C=CCN(c1ccccc1Cl)S(=O)(=O)c1cccc(C(=O)NCCc2ccc(OC)cc2)c1 | 0.4 | 19.2 | -24.4
O=C(O)c1cc2c(s1)-c1ccccc1CC2 | 0.0 | 3.9 | -3.3
CC1C/C(=N\NC(=O)CCc2ccc(S(=O)(=O)N3CCOCC3)cc2)CC(C)(C)C1 (stereo not drawn) | 0.1 | 20.9 | 15.1
CCN(CC(O)CON=C1c2ccccc2-c2ccccc21)S(=O)(=O)c1ccc(C)cc1 (stereo not drawn) | 0.0 | 21.9 | -35.3
COc1ccc(/C=C/C(=O)NC(C)CCc2ccccc2)cc1OC (stereo not drawn) | 0.0 | -2.9 | -4.3
COc1ccc(CSc2nncn2C)cc1[N+](=O)[O-] | 0.0 | 22.3 | -0.8
CN(C)c1ccc(/C=N/N(Cc2ccccc2)c2ccccc2)cc1 | -0.1 | 9.4 | -15.3
Cc1nc(CN2CCN(C(=O)CCc3nnc(Cc4c[nH]c5ccccc45)o3)CC2)cs1 | 0.0 | 3.9 | -1.4
COc1cc(/C=N/Nc2ccccc2)ccc1OC(=O)c1cccs1 | 0.3 | -14.6 | -7.8
C/C(CC(=O)Nc1ccc(C)c(Cl)c1)=N\NC(=O)Cc1ccccc1 | ? | 20.0 | -11.0
Cc1ccc(CC(=O)N2CCN(c3ccccc3F)CC2)cc1 | 0.1 | -15.2 | 16.3
CC1(C)CC(=O)C(N=Nc2ccc(Cl)cc2)=C(O)C1 | -0.1 | -5.3 | 0.3
CC(=O)Nc1sc(N/N=C\c2ccco2)nc1-c1cccs1 | 0.0 | -8.0 | 5.5

Seven of the entries above in order of the INS-1E GSIS act value, falling:
SMILES	INS-1E GSIS act
Cc1ccc2c(c1)c(N=Nc1cccc(C(=O)O)c1)c(O)n2C	12.9
Cc1ccc(C(=O)CSc2nc(-c3ccccc3)ccc2C#N)cc1	9.3
CC1(C)CC(=O)C(N=Nc2ccc(Cl)cc2)=C(O)C1	0.3
CN(C)c1cccc(NC(=O)C2(C)CC2(Cl)Cl)c1 (stereo not drawn)	0.1
CCc1ccc(NC(=O)C(=O)c2cn(CC(=O)N3CCCCC3)c3ccccc23)cc1	-16.5
C/C(CC(=O)NCC(C)C)=N\NC(=O)COc1cc(C)c(Br)cc1Br	-22.9
C=CCN(c1ccccc1Cl)S(=O)(=O)c1cccc(C(=O)NCCc2ccc(OC)cc2)c1	-24.4

Further results:
SMILES | Xi reactivation | PAX8 reporter | INS-1E GSIS act
COc1ccc(CNC(=O)COC(=O)CC2CCCC2)cc1 | 0.1 | 16.4 | -4.5
Cc1ccc(N=Nc2c(N)nn3c(C)cc(C)nc23)cc1 | 0.0 | -40.5 | 37.3
CC(=O)Oc1ccc(C(=O)[C@H]2[C@H]3C(=O)N(c4cccc5ccccc45)C(=O)[C@H]3[C@@H]3C=CC=NN32)cc1 | 0.5 | 11.8 | 19.7
COc1ccc(N2CCN(C(CNS(=O)(=O)c3ccc4c(c3)OCCO4)c3ccco3)CC2)cc1 (stereo not drawn) | 0.5 | 14.6 | -31.6
CC1=C(C(=O)OCCc2ccccc2)C(c2ccsc2)NC(=O)N1C (stereo not drawn) | 0.0 | -3.4 | -19.1
CCC(C)NC(=O)COC(=O)c1csc2c1CCCC2 (stereo not drawn) | 0.0 | -17.0 | -3.3
Cc1ccc(S(=O)(=O)/N=C2/NC(=O)/C(=C/c3ccncc3)S2)cc1 | 0.2 | 7.9 | 15.8
COCc1cc(C)n(CC(=O)N2CCCC2)c(=O)c1C#N | -0.1 | -2.3 | -2.6
NC(=O)N/N=C/c1cc(Br)ccc1OCC(=O)NCc1ccccc1 | 0.2 | 9.3 | -1.9
Cc1cccc(C)c1Nc1nnc(SCC(=O)Nc2ncc(C(F)(F)F)cc2Cl)s1 | 0.0 | 8.2 | -17.2
O=C(/C=C/c1ccccc1)Nc1nnc(SCC(=O)c2ccc3ccccc3c2)s1 | -0.1 | -16.2 | 11.2
CCN(CC)c1ccc(/C=N/N2CCN(Cc3ccc(C)cc3C)CC2)c(O)c1 | 0.0 | 6.9 | -7.6
C/C(CC(=O)Nc1ccc(Cl)c(C(F)(F)F)c1)=N\NC(=O)c1cccc(O)c1 | -0.1 | -6.5 | -20.5
COc1cccc(NC(=O)Nc2ccccc2Br)c1 | 0.0 | -69.5 | -11.4
O=C1Cc2ccccc2Sc2c(OCCN3CCCCC3)cccc21 | 0.0 | -3.3 | 15.9
Cc1cc([N+](=O)[O-])nn1CCCC(=O)N1CCN(c2ccc(F)cc2)CC1 | -0.1 | 1.1 | 2.8
CCCCCCCCNC(=O)CC(NS(=O)(=O)c1ccc(NC(C)=O)cc1)C(C)C (stereo not drawn) | 0.3 | 14.9 | -29.0
CCc1ccccc1NC(=O)c1cccc(NC(=O)/C=C/c2ccco2)c1 | 0.4 | -20.0 | -16.1
